# IDE cell activ: human IDE activators in live cells, primary screen, fluorescence polarization, HEK cells, FAbeta-B substrate; AID 493087, 2011; actives 0.073% (n = 340,000); activation, % at 5.96 µM; FAbeta-B cleavage; 0% vehicle, 100% cell-free pure enzyme wells;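 active = activation above the mean of all tested compounds plus 3 SD, set per screening campaign, cut at about 17% in these data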
# Target sequence (P14735 whole entry, looked up): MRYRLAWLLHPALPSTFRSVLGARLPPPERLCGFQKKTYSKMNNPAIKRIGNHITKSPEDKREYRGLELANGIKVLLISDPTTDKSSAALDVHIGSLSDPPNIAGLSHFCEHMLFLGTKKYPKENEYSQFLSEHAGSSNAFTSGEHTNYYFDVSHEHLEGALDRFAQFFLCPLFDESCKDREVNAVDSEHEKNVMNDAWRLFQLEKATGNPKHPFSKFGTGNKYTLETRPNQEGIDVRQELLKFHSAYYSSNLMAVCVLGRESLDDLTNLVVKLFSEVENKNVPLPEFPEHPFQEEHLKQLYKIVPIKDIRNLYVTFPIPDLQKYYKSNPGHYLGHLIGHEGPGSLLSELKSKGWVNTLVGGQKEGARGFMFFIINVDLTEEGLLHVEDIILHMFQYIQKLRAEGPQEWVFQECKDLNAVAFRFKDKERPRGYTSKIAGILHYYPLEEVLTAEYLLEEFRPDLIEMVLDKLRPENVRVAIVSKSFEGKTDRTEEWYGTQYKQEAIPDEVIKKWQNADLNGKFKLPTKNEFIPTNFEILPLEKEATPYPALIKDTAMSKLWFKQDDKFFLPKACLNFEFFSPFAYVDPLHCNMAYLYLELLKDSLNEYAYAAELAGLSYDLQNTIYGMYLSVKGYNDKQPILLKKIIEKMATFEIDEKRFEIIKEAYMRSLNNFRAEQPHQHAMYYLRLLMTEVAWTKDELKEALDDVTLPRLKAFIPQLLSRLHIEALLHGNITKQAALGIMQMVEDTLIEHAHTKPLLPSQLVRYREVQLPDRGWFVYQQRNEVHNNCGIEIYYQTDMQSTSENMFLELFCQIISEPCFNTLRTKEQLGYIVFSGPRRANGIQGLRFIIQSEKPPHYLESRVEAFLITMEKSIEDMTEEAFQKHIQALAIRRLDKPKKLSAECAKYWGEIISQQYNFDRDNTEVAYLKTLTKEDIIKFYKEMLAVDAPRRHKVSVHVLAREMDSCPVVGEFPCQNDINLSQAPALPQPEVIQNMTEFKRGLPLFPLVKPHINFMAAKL
# * = called active by the depositor. This is a subset. The share of hits here may be higher or lower than overall.
SMILES,IDE cell activ
Cc1ccc(NC(=O)CSc2nc(N)cc(=O)[nH]2)cc1S(=O)(=O)N1CCCCC1,-9
C(=NOCc1ccccc1)c1cccnc1,0
Cc1ccc(S(=O)(=O)N2CCC(C(=O)OCC(=O)N3CC(C)CC(C)C3)CC2)cc1C (configuration not stated),0
O=C(CCNC(=O)c1ccc(Cl)cc1)NCCCN1CCOCC1,1
CC1(NC(=O)CN2CCN(c3cnn(-c4ccccc4)c(=O)c3Cl)CC2)CCS(=O)(=O)C1 (configuration not stated),4
O=C1C2CCCCN2C(=O)N1CCCCN1CCN(c2cccc(C(F)(F)F)c2)CC1 (configuration not stated),3
O=C(Cn1nnc(-c2ccccc2Cl)n1)Nc1cccc(S(=O)(=O)N2CCCC2)c1,-8
C[C@H](CO)N1C[C@H](C)[C@@H](CN(C)CC2CCCCC2)Oc2c(NS(=O)(=O)c3ccccc3)cccc2C1=O,7
CCOc1ccc(C(CC(=O)O)NC(=O)C(c2ccccc2)c2ccccc2)cc1OC (configuration not stated),0
O=C(Nc1ccc(Br)cn1)c1cccc(S(=O)(=O)N2CCCC2)c1,5
CCCCCN(C(=O)COC(=O)CSc1ccc([N+](=O)[O-])cc1)c1c(N)n(CCCC)c(=O)[nH]c1=O,4
Cc1c(C(=O)OCc2nnc(-c3ccccc3)o2)oc2ccccc12,0
CCOC(=O)C1C(C(C)=O)=C(c2ccccc2)c2ccccc2N1S(=O)(=O)C(F)(F)F (configuration not stated),2
Cn1cnc([N+](=O)[O-])c1S(=O)(=O)Nc1ccccc1,4
O=C(COC(=O)c1cnc(Cl)c(Cl)c1)Nc1cccc(S(=O)(=O)N2CCOCC2)c1,-1
O=C(CNC(=O)c1cccs1)Nc1ncccc1O,2
Cc1cc(OCC(=O)Nc2ccccc2N2CCCCC2)ccc1C(C)C,6
Cc1cc(C)n2c(SCC(=O)Nc3cccc(S(N)(=O)=O)c3)nnc2n1,2
O=C(/C=C/CCc1ccc2c(c1)OCO2)N1CCCCC1,-2
CCOC(=O)c1ccc(-c2c(-c3ccccc3OC)sc3cc4c(cc23)OCO4)cc1F,6

# Looked up above.
# O=C(Nc1ccc(Br)cn1)c1cccc(S(=O)(=O)N2CCCC2)c1 – IDE cell activ = 5
# Cc1c(C(=O)OCc2nnc(-c3ccccc3)o2)oc2ccccc12 – IDE cell activ = 0
# O=C(COC(=O)c1cnc(Cl)c(Cl)c1)Nc1cccc(S(=O)(=O)N2CCOCC2)c1 – IDE cell activ = -1
# Cn1cnc([N+](=O)[O-])c1S(=O)(=O)Nc1ccccc1 – IDE cell activ = 4
# O=C(/C=C/CCc1ccc2c(c1)OCO2)N1CCCCC1 – IDE cell activ = -2
# C[C@H](CO)N1C[C@H](C)[C@@H](CN(C)CC2CCCCC2)Oc2c(NS(=O)(=O)c3ccccc3)cccc2C1=O – IDE cell activ = 7

# Given as tab-separated lines: entries from further up.
SMILES	IDE cell activ
Cc1ccc(NC(=O)CSc2nc(N)cc(=O)[nH]2)cc1S(=O)(=O)N1CCCCC1	-9
C(=NOCc1ccccc1)c1cccnc1	0

# Returning to the listing, repeating the 7 entries before the break.
SMILES,IDE cell activ
Cn1cnc([N+](=O)[O-])c1S(=O)(=O)Nc1ccccc1,4
O=C(COC(=O)c1cnc(Cl)c(Cl)c1)Nc1cccc(S(=O)(=O)N2CCOCC2)c1,-1
O=C(CNC(=O)c1cccs1)Nc1ncccc1O,2
Cc1cc(OCC(=O)Nc2ccccc2N2CCCCC2)ccc1C(C)C,6
Cc1cc(C)n2c(SCC(=O)Nc3cccc(S(N)(=O)=O)c3)nnc2n1,2
O=C(/C=C/CCc1ccc2c(c1)OCO2)N1CCCCC1,-2
CCOC(=O)c1ccc(-c2c(-c3ccccc3OC)sc3cc4c(cc23)OCO4)cc1F,6
COCCNC(=O)c1cc(-c2ccccc2C)nn1CC1CC(c2cccnc2)=NO1 (configuration not stated),3
CC(C(=O)Nc1ccc(N(C)C)cc1)N1C(=O)c2ccccc2S1(=O)=O (configuration not stated),2
Cc1cccc(N2C(=O)C3CCCN3C2=S)c1C (configuration not stated),2
C[C@@H](NC(=O)c1nc[nH]c1C(=O)N1CCc2ccccc2C1)c1ccccc1,3
O=C(COC(=O)Cc1ccc(Cl)cc1)NCc1cccs1,3
CCC(=O)Nc1cc2c(cc1Cl)-c1ccccc1C2,6
C=C(C)[C@@H](O)COc1c2ccoc2cc2oc(=O)ccc12,0
CCNc1cc(O)ccc1C,7
CCOC(=O)c1c(C)[nH]c(C(=O)COC(=O)c2ccc([N+](=O)[O-])o2)c1C,-3
COc1cccc(CC(=O)OCC(=O)NC2(C#N)CCCCC2)c1,4
C[C@@H]1COC(=O)[C@H](NC(=O)OCC2c3ccccc3-c3ccccc32)C/C=C\C[C@@H](CC(=O)N[C@H](CO)Cc2ccccc2)C(=O)N1,-4
CC1CCN(c2ccc3c(c2)S(=O)(=O)c2cccc(C(=O)NC4CCCCC4)c2C3=O)CC1,-8
Cc1cccc(C(=O)OCC(=O)N2CCCCCC2)c1O,-1
CCN(Cc1ccccc1)C(=O)c1ccc2c(=O)n3c(nc2c1)CCC3,-7
COc1ccccc1NS(=O)(=O)c1cccc(C(=O)N2CCCCCCC2)c1,8
COc1cc(OC)cc(C(=O)N[C@H](C(=O)OCC(=O)c2c[nH]c3ccccc23)C(C)C)c1,1
COc1ccc(NC(=O)CSCC(=O)Nc2ccccc2C(=O)N2CCCCC2)cc1,2
COCCNC(=O)C1CCN(S(=O)(=O)c2ccc3c(c2)OCCO3)CC1,-1
O=C(Cc1cccc(C(F)(F)F)c1)Nc1cc(S(=O)(=O)N2CCOCC2)ccc1N1CCCC1,5
CC(C)C[C@@H](CN)NC(=O)c1nc[nH]c1C(=O)N[C@@H](Cc1ccccc1)C(=O)CNC[C@H](C)NC(=O)c1nc[nH]c1C(=O)N[C@@H](C)C(=O)O,0
CCN(CC(=O)Nc1ccc(NC(C)=O)cc1)C(=O)/C=C/c1cn(-c2ccccc2)nc1-c1cccs1,1
C[C@@]12CCC[C@@](C)(C(=O)O)C1CC[C@@]13C[C@@H](NCc4ccccc4)[C@@](C)(CCC12)C3 (some centres not stated),0
O=C(O)c1ccc(OS(=O)(=O)c2ccc(Cl)s2)cc1,2
COc1oc(C(=O)NC2CCCCC2)c(-c2ccc(Cl)cc2)c1S(=O)(=O)c1ccccc1,1
COc1ccccc1CNC(=O)c1cc(S(=O)(=O)N2CCN(c3ccccc3)CC2)ccc1Cl,-4
CCOC(=O)[C@H]1[C@H]2COc3cc(OC)ccc3[C@@H]2N2C(=O)CN(Cc3ccc(Cl)cc3)C(=O)[C@@]12C,6
CCOC(=O)[C@@H]1[C@H]2COc3cc(OC)ccc3[C@H]2N2C(=O)N(c3cccc(F)c3)C(=O)[C@@]12C,3
CC(SCC(=O)Nc1ccccc1Br)c1nc2ccccc2c(=O)[nH]1 (configuration not stated),-4
CCOc1ccc(NC(=O)COc2ccc(-n3cnnn3)cc2)cc1,2
Cc1cc(C(=O)CCC(=O)N(C)CC(=O)Nc2c(Cl)cccc2Cl)c(C)s1,0
CC12CCC(=O)CC1CCC1C2CCC2(C)C1CCC2(O)C(=O)CO (configuration not stated),0
COc1ccc(Cl)cc1NC(=O)CN(C)C(=O)c1cn(-c2ccccc2)nc1-c1cccnc1,5
CSCCC(NC(=O)c1ccccc1Cl)C(=O)NCCc1ccccn1 (configuration not stated),1
CNC(=S)Nc1cccc(S(=O)(=O)NCc2ccco2)c1,0
O=S(=O)(c1ccccc1)N1CCN(Cc2cc3c(cc2Br)OCCO3)CC1,3
O=C1CC2(CCN(C(=O)c3cccc(F)c3)CC2)Oc2ccccc21,-2
CCOC(=O)[C@H]1[C@H]2COc3ccc(Br)cc3[C@H]2N2C(=O)CN(Cc3ccc(Cl)cc3)C(=O)[C@@]12C,1
Cc1cc(C)c(NC(=O)COC(=O)C23CC4CC(CC(O)(C4)C2)C3)c(Cl)c1,1
O=C(CCCC(=O)NN=Cc1cccc(O)c1)NN=Cc1cccc(O)c1,5
Cc1nnc(SCC(=O)N(CC(C)C)C2CCS(=O)(=O)C2)s1 (configuration not stated),5
CC(C)(CNC(=O)c1cccc(S(=O)(=O)Nc2ccc(Br)cc2)c1)N1CCOCC1,0
COc1ccccc1C(=O)COC(=O)c1c(-c2ccccc2)noc1C,-3
CCN1C(=O)[C@H]2[C@@H](c3ccc(-c4cccc(Cl)c4)cc3)N[C@@](Cc3ccccc3)(C(=O)OC)[C@H]2C1=O,0
CC(C)(C)OC(=O)NCCCCCNC(=O)c1[nH]cnc1C(=O)Nc1cccc(Cl)c1,1
CCc1noc(C)c1C(=O)Nc1ccc(F)c(F)c1,6
Cc1cccnc1NC(=O)c1ccc2c(c1)OCCO2,3
O=C(N[C@H]1C/C=C\C(c2ccc(F)cc2)N(Cc2ccccc2)C(=O)C1)OCC1c2ccccc2-c2ccccc21 (some centres not stated),1
O=C(Nc1ccc(N2CCOCC2)cc1N1CCOCC1)c1ccc(F)cc1,3
Cc1ccc(NS(=O)(=O)c2ccc(C(=O)N3CCOCC3)cc2)cc1,-3
CN(C(=O)COC(=O)/C=C/c1cccs1)C1CCCCC1,4
Cc1nn(-c2ccccc2)c(C)c1NC(=O)COC(=O)c1cc(Br)ccc1O,6
CC(=O)c1c(C)[nH]c(C(=O)OCC(=O)c2c[nH]c3ccccc23)c1C,-2
O=C(COC(=O)[C@@H]1CC(O)CN1S(=O)(=O)c1ccc2c(c1)OCCO2)Nc1cc(F)ccc1F (some centres not stated),1
O=C(c1cccc(S(=O)(=O)N2CCCC2)c1)N1CCN(Cc2ccccc2)CC1,0
CCOC(=O)c1c(-c2ccc(C)cc2)csc1NC(=O)c1cc2ccccc2oc1=O,-2
CSC(C1CCCC1)n1nnc2ccccc21 (configuration not stated),1
Cc1noc(C)c1NC(=O)Nc1ccc2c(c1)C(=O)N([C@H](C)CO)C[C@H](C)[C@@H](CN(C)S(C)(=O)=O)O2,4
CCN1CCN(c2ccc(S(=O)(=O)N3CCOCC3)cc2NC(=O)c2ccccc2OC(F)F)CC1,7
C=CS(=O)(=O)c1c2cc(OC)ccc2nc2ccc(OC)cc12,-5
CCN(CC)c1ccc(S(=O)(=O)N2CCOCC2)cc1NC(=O)COC(=O)c1cccnc1SC,-7

# (next part)
SMILES,IDE cell activ
O=C(NNCc1ccccc1)c1ccccn1,2
Cc1ccc2nc3n(c2c1)CCCN3,6
COc1ccc(NC(=O)CN(C)C(=O)c2cccc(NS(=O)(=O)c3ccc(Br)cc3)c2)cc1,2
CCc1ccc(NC(=O)CN2CCN(c3ccc(OC)cc3)CC2)cc1,2
CCC1CN2CCc3cc(OC)c(OC)cc3C2CC1CC1c2cc(OC)c(OC)cc2CCN1C(=O)C(Cc1c[nH]c2ccccc12)NC(=O)OC(C)(C)C (configuration not stated),-3
Cc1ccc(C(=O)OCC(=O)N(CC(C)C)c2c(N)n(Cc3ccccc3)c(=O)[nH]c2=O)o1,-2
O=C(C[C@H]1C/C=C\CCCCC(=O)OC[C@H]2CCCN2C1=O)N[C@H](CO)Cc1ccccc1,3
CC1CCCN(C(=O)COC(=O)c2cc([N+](=O)[O-])ccc2N2CCOCC2)C1 (configuration not stated),5
O=S(=O)(NCC1(N2CCOCC2)CCCCC1)c1ccc(F)cc1,5
O=S(=O)(c1ccc(SCCOc2ccccc2)nc1)N1CCCC1,6
COC(=O)c1ccc(NC(=O)CSc2nnc(-c3cccnc3)o2)cc1,-1
COc1cc(/C=C/C(=O)OCC(=O)N2c3ccccc3NC(=O)C2(C)C)cc(OC)c1OC,4
Cc1noc(C)c1CSCC(=O)N(C)CC(=O)Nc1ccc(Cl)c(Cl)c1,3
CC(C)(C)OC(=O)C[C@@H]1C/C=C\C[C@H](CC(=O)N[C@H](CO)Cc2ccccc2)C(=O)N[C@H](Cc2ccccc2)COC1=O,-3
CCOC(=O)C1=CN(CC)S(=O)(=O)NC1c1ccc(C(F)(F)F)cc1 (configuration not stated),1
COc1cccc(-c2ccc3c(c2)S(=O)(=O)c2cccc(C(=O)O)c2C3=O)c1OC,2
COc1ccc(S(=O)(=O)N2CCOCC2)cc1NC(=O)Cc1ccc2c(c1)OCCO2,0
O=CNc1ccc2c3c(cccc13)-c1ccccc1-2,-3
O=c1[nH]cc(S(=O)(=O)Nc2ccc3c(c2)OCO3)c(=O)[nH]1,-2
OC1COC(c2ccccc2)OC1C(O)C1OC(c2ccccc2)OCC1O (configuration not stated),2
O=C(NC1(Cc2ccccc2)CCN(Cc2ccc(-c3ccccc3)cc2)C1=O)c1ccccc1 (configuration not stated),2
CN(C)S(=O)(=O)c1ccc(Cl)c(NC(=O)C2CCN(S(=O)(=O)c3cccs3)CC2)c1,3
C=C1CCC2[C@](C)(CO)[C@H](O)CC[C@@]2(C)[C@@H]1C/C=C1\C(=O)OC[C@H]1O (some centres not stated),1
CN(Cc1ccccc1)S(=O)(=O)c1ccc(N2CCCC2=O)cc1,4
CCCCn1c(N)c(N(CC(C)C)C(=O)c2ccc(N(C)S(=O)(=O)c3ccc(C)cc3)cc2)c(=O)[nH]c1=O,2
N#Cc1cccc(NC(=O)CNc2cccc(S(=O)(=O)N3CCCC3)c2)c1,-2
O=C(COC(=O)/C=C/c1c(F)cccc1Cl)NCC1CCCO1 (configuration not stated),1
CC1CN(C(C)C)C(=S)NC1=O (configuration not stated),3
Cc1ccc(NC(=O)C/C(N)=N/OC(=O)Nc2cccc(C)c2)cc1,4
CCn1c(C)nc2cc(C(=O)NN=C(C)c3ccc(C#N)cc3)ccc21,4
Cc1sc2nc(CSCC(=O)Nc3ccc(C(F)(F)F)cc3)[nH]c(=O)c2c1C,1
COc1cc(Nc2nc3c(N)cc(C(F)(F)F)cc3nc2-c2ccccc2)cc(OC)c1OC,4
O=C(COC(=O)COc1ccc2c(c1)CCC2)Nc1ccccc1,3
NC(N)=N/N=C(\N=Nc1ccccc1)c1cccc2cccnc12,-4
CCOc1ccccc1N1CCN(C(=O)c2ccc(NS(=O)(=O)c3ccc4[nH]c(=O)[nH]c4c3)cc2)CC1,0
CCc1nc(SCC(=O)Nc2ccc(N(C)C)cc2)n[nH]1,6
COc1ccc(Cl)cc1-c1nc(SCC(=O)NCC2CCCO2)n[nH]1 (configuration not stated),3
COc1ccc(C(=O)NCCS(=O)(=O)NC(C)c2ccccc2)cc1 (configuration not stated),-1

# Assay outcomes as filed in PubChem.
